Bioassay records (PubChem BioAssay)
UHRF1 binding = blocks human UHRF1 binding to methylated DNA; Q96T88; UHRF1 binding to methylated oligo, TR-FRET; inhibition, % at 4.4 µM; hit rate 0.75% among 370,000; in the data active = inhibition above about 21%;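 also: UHRF1 SRA domain binding a hemimethylated CpG hairpin DNA probe; 0% = median of test compound wells and 100% = reference inhibitor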
PRMT1 FP inh = PRMT1 (human) inhibition, primary screen; Q99873; recombinant PRMT1, activity-based probe fluorescence polarization; inhibition, % at 2.79 µM; hit rate 1.3% among 370,000; AID 652257;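 active = inhibition above about 21% made by adding two undisclosed values, limit read from the data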
HTRA1 inh = HTRA1 (human) protease inhibition; recombinant HTRA1, FP-rhodamine activity-based probe, fluorescence polarization; inhibition, % at 5.96 µM; hit rate 0.5% among 340,000; AID 504803; in the data active = inhibition above about 36%;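 also: 0% = enzyme with DMSO and 100% = wells lacking enzyme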
Target sequence (Q92743 whole entry, looked up): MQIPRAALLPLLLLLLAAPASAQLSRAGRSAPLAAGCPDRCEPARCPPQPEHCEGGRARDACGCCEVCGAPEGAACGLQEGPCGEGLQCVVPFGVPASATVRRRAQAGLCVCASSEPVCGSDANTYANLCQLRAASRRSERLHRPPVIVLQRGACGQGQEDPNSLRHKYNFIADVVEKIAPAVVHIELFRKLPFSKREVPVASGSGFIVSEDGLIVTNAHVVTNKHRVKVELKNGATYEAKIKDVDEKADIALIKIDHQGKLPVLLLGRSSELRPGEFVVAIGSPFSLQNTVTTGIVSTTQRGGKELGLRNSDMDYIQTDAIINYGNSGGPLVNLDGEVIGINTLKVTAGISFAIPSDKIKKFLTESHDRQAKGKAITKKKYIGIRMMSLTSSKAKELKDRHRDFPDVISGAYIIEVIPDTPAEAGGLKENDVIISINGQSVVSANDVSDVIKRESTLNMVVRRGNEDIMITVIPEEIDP
MBD2 DNA inh = MBD2-methylated oligo binding inhibition | TR-FRET, MBD2 binding to methylated oligonucleotide | inhibition, % at 4.4 µM | hit rate 0.31% among 370,000 | AID 686964; in the data active = inhibition above about 13%
NPR1 activator = GC-A (human) enzyme activation; AID 1671463; activation, % at 10 µM; hit rate 0.14% among 370,000; HEK293 GC-A cells, cGMP TR-FRET, EC30 ANP; 0% at EC30 ANP, 100% saturating ANP; in the data active = activation above about 40%
NPR2 activator = GC-B (human) receptor activation; AID 1920062; HEK293-GC-B cells, CNP EC30, cGMP TR-FRET; 0% at EC30 CNP, 100% saturating CNP; P20594; activation, % at 10 µM; hit rate 0.11% among 370,000;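 active = activation at 10 µM reaching about 35% in either raw or pattern-adjusted values, limit read from the data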
SIAE inh = inhibitors of human sialic acid acetylesterase SIAE. Q9HAT2. SIAE FP-Rh probe binding, fluorescence polarization. inhibition, % at 9.66 µM. hit rate 0.69% among 370,000. AID 1053197;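 active = inhibition above a cutoff: mean of compounds within the control limits plus 3 SD of those, cut at about 17% in these data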;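 also: 0% = plate median of compound wells and 100% = probe without SIAE protein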
rCAG RNA binder = r(CAG) repeat RNA binding; TO-PRO-1 dye displacement fluorescence; hit rate 1.3% among 370,000; inhibition, % at 3 µM; AID 651821;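 active = inhibition above the plate cutoff, the mean of all test compounds on that plate plus 3 SD, cut at about 35% in these data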;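 also: 0% = DMSO alone and 100% = 100 µM mitoxantrone as full dye displacement; higher means more dye released from RNA so lower well fluorescence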
TCR CD3 inh = blocks the human TCR-CD3 interaction; inhibition, % at 9.4 µM; hit rate 0.37% among 360,000; TAMRA-labeled TCR probe fluorescence, biochemical; AID 651800; in the data active = inhibition above about 19%;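 also: recombinant mutant TCR 2C K166C tagged with TAMRA read by polarization; 0% = receptor in buffer alone and 100% = receptor with positive control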
ABHD4 inh = inhibitors of mouse ABHD4 | purified mABHD4, FP-Rh probe fluorescence polarization | AID 720543 | hit rate 0.54% among 370,000 | inhibition, % at 8.92 µM;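 active = inhibition exceeding the mean over every tested compound plus 3 SD, cut at about 30% in these data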;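 also: 0% = plate median of compound wells and 100% = S159A mutant with DMSO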
Target sequence (Q8VD66 whole entry, looked up): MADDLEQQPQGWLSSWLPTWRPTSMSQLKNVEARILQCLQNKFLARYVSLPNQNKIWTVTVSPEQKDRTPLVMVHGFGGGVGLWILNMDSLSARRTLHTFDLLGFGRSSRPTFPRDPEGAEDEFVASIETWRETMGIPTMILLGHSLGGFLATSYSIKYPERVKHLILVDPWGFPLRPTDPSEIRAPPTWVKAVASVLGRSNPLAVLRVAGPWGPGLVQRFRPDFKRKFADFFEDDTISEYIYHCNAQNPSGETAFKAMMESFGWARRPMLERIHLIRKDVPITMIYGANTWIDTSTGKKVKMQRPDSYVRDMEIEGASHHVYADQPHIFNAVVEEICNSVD
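Doses – 8.92 µM, single dose · Material – wild-type mouse ABHD4 protein · Replication – single well per compound (singlicate) · Measure – percent inhibition of probe binding, normalized to plate controls · Schedule – 45 min compound pre-incubation plus 60 min probe step, 25 °C · Detection – fluorescence polarization with parallel and perpendicular emission, 525/598 nm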
Starred values were filed as active, the others as inactive; / = not tested or not shown. Some of the compounds tested, so the mix of outcomes need not match the whole.

Sample of the layout (6 entries):
SMILES	UHRF1 binding	PRMT1 FP inh	HTRA1 inh	MBD2 DNA inh	NPR1 activator	NPR2 activator	SIAE inh	rCAG RNA binder	TCR CD3 inh	ABHD4 inh
CC(=O)N1c2ccc(S(=O)(=O)N3CCCCC3)cc2CC1C (stereo not given)	0	0	1	0	4	0	-7	-2	6	3
O=C(c1cccc(F)c1)N1CCC(O)(c2cccnc2)CC1	-2	-4	6	-2	-1	13	-8	0	5	-6
c1ccc(CN2CCN(CCOCCOc3ccc4c(c3)CCC4)CC2)cc1	4	-6	6	2	-5	-5	-4	-10	-5	17
CCOC(=O)c1c(-c2ccccc2)csc1NC(=O)/C(C#N)=C/c1ccc(OC)c(OC)c1	-1	-2	-9	-1	0	4	0	13	4	-5
COc1ccc(OC)c(NC2=NC3(CCCC3)N=C(N)N2)c1	4	1	6	1	4	2	3	2	-4	10
COC(=O)[C@]12CCCCC=C1N(Cc1cccc3ccccc13)C(=O)[C@H](CC(=O)NCc1ccccc1)C2	-2	-1	/	2	-6	1	-6	6	5	-13

This part in full (from the top)
SMILES	UHRF1 binding	PRMT1 FP inh	HTRA1 inh	MBD2 DNA inh	NPR1 activator	NPR2 activator	SIAE inh	rCAG RNA binder	TCR CD3 inh	ABHD4 inh
CC(=O)N1c2ccc(S(=O)(=O)N3CCCCC3)cc2CC1C (stereo not given)	0	0	1	0	4	0	-7	-2	6	3
O=C(c1cccc(F)c1)N1CCC(O)(c2cccnc2)CC1	-2	-4	6	-2	-1	13	-8	0	5	-6
c1ccc(CN2CCN(CCOCCOc3ccc4c(c3)CCC4)CC2)cc1	4	-6	6	2	-5	-5	-4	-10	-5	17
CCOC(=O)c1c(-c2ccccc2)csc1NC(=O)/C(C#N)=C/c1ccc(OC)c(OC)c1	-1	-2	-9	-1	0	4	0	13	4	-5
COc1ccc(OC)c(NC2=NC3(CCCC3)N=C(N)N2)c1	4	1	6	1	4	2	3	2	-4	10
COC(=O)[C@]12CCCCC=C1N(Cc1cccc3ccccc13)C(=O)[C@H](CC(=O)NCc1ccccc1)C2	-2	-1	/	2	-6	1	-6	6	5	-13
CC1CC(NC(=S)N(C)C)CC(C)(C)C1 (stereo not given)	-3	-4	1	2	6	4	-11	-1	6	6
Cc1ccccc1-c1nc(C#N)c(N2CCCCC2)o1	-3	-8	-7	-4	0	3	6	-4	2	-1
Cc1ccc(C2(c3ccc(C)cc3)CC2C(=O)NCc2cccnc2)cc1 (stereo not given)	2	2	-23	0	-34	-17	4	-2	7	-4
COc1ccc(/C=C2/SC(=O)N(CCC(=O)Nc3ccccc3)C2=O)cc1OC	1	0	7	1	-194	-36	6	2	1	0
Nc1nnc(SCC(=O)NC2CCCC2)s1	1	4	0	0	4	1	-3	0	-7	-2
O=[N+]([O-])c1ccc(-c2nc(-c3ccncc3)no2)cc1	1	2	1	2	1	-5	1	-2	-13	5
N#CCCn1cc(C(=O)N2CCCCC2)c(-c2cccc([N+](=O)[O-])c2)n1	1	0	0	-4	-2	7	1	-4	0	-1
COCCNC(=O)/C(C#N)=C1\N=C(NC(=O)c2cccs2)c2ccccc21	-3	0	1	-4	5	1	-5	4	2	1
CC(C)OC(=O)c1ccccc1C(=O)c1ccc(N)c([N+](=O)[O-])c1	3	-2	-10	-2	-6	-3	-5	-1	-6	-6
COc1ccc(C(=O)COc2ccc(NC(C)=O)cc2)cc1	1	-1	-5	-5	3	1	-2	4	0	-4
COCCN(Cc1nc2ccccc2c(=O)[nH]1)C(=O)COc1c(C)cc(Cl)cc1C	0	-5	-3	5	-3	-3	-3	0	5	-6
Cc1ccc(S(=O)(=O)N2CN(Cc3ccco3)c3nc4ccccc4nc32)cc1	-1	10	-20	-6	14	17	-4	8	3	-9
CC1(OC(=O)C2CCCC2)C(=O)C=C2C=C(c3ccsc3)N(C3CC3)C=C2C1=O (stereo not given)	1	7	20	-8	-1	1	11	3	-3	12
N#CC1(C#N)C(C(=O)C23CC4CC(CC(C4)C2)C3)C12CCOCC2 (stereo not given)	-1	-3	10	1	1	7	1	-1	7	4
Cc1ccc2c(c1)P(=O)(O)c1cc(C)ccc1O2	0	1	2	-4	0	6	-7	3	1	0
Cc1ccc(S(=O)(=O)N/N=C\c2ccc(Cl)c([N+](=O)[O-])c2)cc1	2	2	-3	0	-6	3	-1	13	2	7
CN(Cc1cn(Cc2ccc(F)cc2)nn1)C1CN(Cc2cn(Cc3ccc(F)cc3)nn2)S(=O)(=O)C1 (stereo not given)	10	-1	/	7	2	0	8	0	-4	-1
Cc1ccc(NC(=O)C2COc3ccccc3O2)c(C)c1 (stereo not given)	0	-2	-6	-1	0	4	-4	-5	4	1
Cc1cccc(NC(=S)NN2CCOCC2)c1C	2	0	5	1	3	3	-1	-1	0	1
Cc1ccc(CNC(=O)C(c2ccccc2)c2ccccc2)cc1	-1	0	2	2	-15	-7	0	-5	-3	-5
NC1=NC(=O)C(Cc2ccc(Br)cc2)S1 (stereo not given)	0	4	4	-1	2	-1	-4	1	10	2
COc1ccc(Nc2cc(C(=O)NCCCN3CCN(C)CC3)c3ccccc3n2)cc1OC	-1	-4	4	-1	0	-4	0	-1	2	5
Cc1cc(F)ccc1S(=O)(=O)N1CCCOC1CNC(=O)C(=O)NCCc1ccco1 (stereo not given)	-4	0	0	-6	0	1	2	5	1	1
Cc1cc(C)cc(N=C(NO)c2cccc([N+](=O)[O-])c2)c1	-3	-2	-3	-6	-3	2	1	-2	4	-2
O=C1OCC/C1=C\c1ccccc1	-1	0	3	-3	2	3	-3	3	9	-3
CCN(CC)S(=O)(=O)c1ccc(N2CC(C(=O)NCc3cccnc3)CC2=O)cc1 (stereo not given)	0	2	11	0	2	-3	-2	-1	5	4
CC(NC(=O)C1CCCN1S(=O)(=O)c1ccccc1)c1ccccc1 (stereo not given)	-1	-4	3	0	6	4	5	-3	6	-3
COc1cc(COCC(O)CN2CCOCC2)cc(OC)c1OC (stereo not given)	-9	-3	-1	-4	-2	7	3	1	5	-4
CC(C)N1CC(O)=C(c2nc3ccccc3c(=O)[nH]2)C1=N	3	5	-6	-2	23	-8	3	-1	6	2
O=C(O)CC1c2ccccc2CCN1S(=O)(=O)c1cccs1 (stereo not given)	24*	3	/	8	2	0	-8	1	-3	3
COc1cccc(C#CC2=CC(=O)C[C@H](c3ccc(F)cc3)C2)c1	1	4	-41	2	-3	7	-1	12	0	-1
CCCCN(C(=O)c1[nH]c(C)c(C(=O)OCC)c1C)c1c(N)n(CCCC)c(=O)[nH]c1=O	-1	-10	2	7	1	-1	-3	0	3	1
O=C(c1ccc(Cl)c(S(=O)(=O)N2CCCCCC2)c1)N1CCCC(C(F)(F)F)C1 (stereo not given)	1	-2	-5	1	0	4	-2	-6	5	-1
O=C(COC(=O)/C=C/c1ccc(S(=O)(=O)N2CCOCC2)cc1)NCc1ccccc1	-1	0	3	1	-5	4	2	-2	5	-1
O=C1/C(=C/c2cccc(O)c2)SC(=S)N1CC1CCCO1 (stereo not given)	-2	-1	-9	1	-6	-1	-1	5	0	-8
CC(C)CC(OC(=O)c1ccc(Cl)nc1)C(=O)NC1CCCC1 (stereo not given)	-1	3	-5	2	1	-2	-1	-6	-3	-1
CC1CC1C(=O)Nc1nc2ccc(S(C)(=O)=O)cc2s1 (stereo not given)	-1	1	1	0	-1	0	9	5	4	-2
Cc1cccc(-n2ccc(=O)c(C(=O)O)n2)c1	-2	-3	-2	-4	-3	3	-1	1	-2	-3
CCOc1ncccc1C(=O)Nc1c(C)n(C)n(-c2ccccc2)c1=O	3	0	3	-4	2	-4	-4	-2	2	5
Brc1ccc(-c2nn[nH]n2)cc1	2	-3	-4	4	-6	3	-1	2	-4	0
S=C(NCc1ccco1)N1CCN(C(c2ccccc2)c2ccccc2)CC1	-2	3	-39	2	-4	-2	-6	-2	-4	-12
Cc1ccccc1C(=O)Nc1c(C(=O)N2CCCC2)cnn1-c1ccccc1	1	1	5	0	3	-1	-3	-6	5	0
CCC1CCCCN1CCNS(=O)(=O)c1ccc2c(c1)CCN2C(C)=O (stereo not given)	4	2	0	4	2	5	4	7	-8	-4
O=C(CN1CCN(Cc2cccc(Cl)c2)C1=O)NCC1CCCO1 (stereo not given)	5	10	-2	0	1	1	0	-3	-9	0
Carrying on:
SMILES	UHRF1 binding	PRMT1 FP inh	HTRA1 inh	MBD2 DNA inh	NPR1 activator	NPR2 activator	SIAE inh	rCAG RNA binder	TCR CD3 inh	ABHD4 inh
CCn1c(CC(=O)Nc2ccccc2F)nnc1SCC(=O)NC1CCCCC1	1	-3	0	0	-2	-2	-3	1	-3	-5
O=C(CC(=O)Nc1cccc(Cl)c1)N/N=C\c1ccccc1	2	2	-15	2	-1	3	-21	3	-8	-4
CC(=O)C1=C(C)OC(N)=C(C#N)C1c1cccc2ccccc12 (stereo not given)	-4	2	1	-5	4	4	2	1	2	2
CCCc1cc(C(=O)Nc2ccc(C)cc2)no1	5	11	-6	6	6	3	0	-3	-5	-5
CC(=O)NC1CC2CCCC(C1)N2CC(=O)Nc1ccccc1 (stereo not given)	-1	-3	3	-6	0	4	-5	-6	2	10
Cc1ccc(S(=O)(=O)N2CCC(C(=O)OCC(=O)N(Cc3ccccc3)C(C)(C)C)CC2)cc1C	-1	0	-21	0	3	5	0	0	4	-5
O=Cc1cn(CCC(=O)O)nc1-c1cccc(Cl)c1	2	1	0	2	2	4	-4	1	4	0
CCCNC(=O)Cn1c(=O)n(CC(=O)N2CCCCC2)c(=O)c2sccc21	-3	-2	2	0	3	0	10	1	9	-2
CCN(CC(=O)Nc1c(F)cccc1F)C(=O)CCOc1ccccc1	0	-6	-1	-3	-1	-1	5	0	-5	1
COc1ccc(N2CCN(C(=O)COC(=O)Cc3ccc(F)cc3)CC2)cc1	3	4	-1	3	4	2	4	-8	-1	4
CN(C)S(=O)(=O)c1ccc(C(=O)OCCN=C2NS(=O)(=O)c3ccccc32)cc1	-2	-3	-6	0	2	2	9	3	3	-6
CCCOC(=O)CCCN1C(=O)/C(=C2\SC(=S)N(CCCC(=O)OCCC)C2=O)SC1=S	19	7	/	7	1	-6	-9	-1	-10	3
O=C(Cc1ccccc1)c1ccc(O)cc1O	-1	0	3	-1	4	6	-1	0	6	0
CC1CN(S(=O)(=O)c2cccc(C(=O)OC/C(O)=C(\C#N)c3nc4ccccc4[nH]3)c2)CC(C)O1 (stereo not given)	-2	-1	2	0	-1	-1	-1	15	-6	10
COC(=O)C12CCC3(SCCS3)C(C(=O)OC)(CCC13SCCS3)C2	2	-1	4	-1	-6	1	-7	-4	3	6
COc1ccc(N2CCN(c3ccc(N4C(=O)CC(C)C4=O)cc3[N+](=O)[O-])CC2)cc1 (stereo not given)	-2	-1	-8	3	1	3	-1	-2	2	-4
COC(=O)CSc1nnc(C)n1-c1cccc(OC)c1	-1	-1	9	0	0	5	7	-1	3	2
Cc1ccc(S(=O)(=O)Nc2cc(=O)[nH]c(SCC(=O)Nc3ccccc3Cl)n2)cc1	-2	1	-33	2	-4	4	-21	4	-1	-28
Cc1ccc(OCCNC(=O)CCc2ccccc2)cc1C	1	0	-3	0	0	-5	-10	-8	-1	-2
CC(=O)C1=CCC(c2ccc(C)cc2)N(S(=O)(=O)c2ccc(Cl)cc2)C1 (stereo not given)	2	2	/	4	-10	2	-8	4	-2	-2
COc1ccccc1NC(=O)CC1C(=O)Nc2ccccc2N1C(=O)c1ccccc1 (stereo not given)	1	1	0	7	-6	-7	-1	-4	-4	0
CNC(=O)n1ccc(C(=O)N2CCCCC2)n1	5	0	3	-3	-1	1	1	5	-2	0
